From PubChem
WT yeast gro inh: growth inhibition of WT yeast, mitochondrial fusion screen; AID 1362; mitochondrial fusion phenotypic screen, WT strain; 2.1% of 190,000 active; inhibition, % at 10 µM; in the data active means inhibition above about 58%; tested in S. cerevisiae
P. falciparum M1AAP: malaria alanyl aminopeptidase activity blockers – biochemical, fluorogenic H-Leu-NHMec substrate, 1536-well (AID 1445); recombinant M1AAP, H-Leu-NHMec fluorogenic kinetic assay; higher % means a stronger effect; inhibition, % at 30 µM; hits with a dose series show IC50 in µM; 0.42% of 220,000 active;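 active means primary inhibition above the hit cutoff, then over 50% inhibition at one or more dose response concentrations, cut at about 23% in these data, passing the limit was not always enough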;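 further: plate controls were DMSO full reaction for no effect and no enzyme background for full effect; strong numbers were not always called active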
MT stabilize HCS: microtubule stabilizers in HeLa cells; HeLa tubulin immunostaining HCS, 24 h; share of cells brighter than vehicle mean+2SD; % tubulin-high responders, % at 10 µM; 0.83% of 200,000 active;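 active means plate Z-score above 3 for both tubulin-high and condensed-nucleus cell shares, with cell loss under 80%, at 10 µM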;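 further: anti alpha tubulin signal scored within the nucleus-defined area of each cell; some results filed as inactive read as strong as hits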
Yfh1-depleted yeast: enhancers of respiration in Yfh1-depleted yeast, dose response, Friedreich's ataxia, plus single-dose screen (AID 1465); S. cerevisiae Yfh1-off respiration, WST-1 reduction, 72 h; higher fold induction means a stronger effect; fold induction at 50 µM, or EC50 in µM where a hit was titrated; 0.074% of 220,000 active;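 active means fold induction of absorbance versus untreated yeast above a set limit, then at least 30% activation at any dose in follow-up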;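 further: activators that raise dye reduction in frataxin-depleted yeast; strong numbers were not always called active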
Autophagy mod: autophagy modulation, high-content screen; AID 463193; 0.98% of 190,000 active; MEF GFP-LC3 puncta imaging; test concentration mostly 10 µM; calls only at 10 µM (by protocol);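 active means percentage of spot-positive cells more than 3 SD above its plate mean, without a fluorescence outlier flag or 80% toxicity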;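 further: spot-positive cell cutoff set from DMSO-treated cells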
M17LAP inhibition: P. falciparum M17LAP inhibitors, primary screen, biochemical, fluorogenic H-Leu-NHMec substrate, 1536-well (AID 1619); recombinant M17LAP, H-Leu-NHMec fluorogenic kinetic assay; higher % means a stronger effect; 0.38% of 220,000 active; one-dose inhibition, % at 30 µM; IC50 in µM for titrated hits;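 active means compound inhibiting the enzyme by more than half at any dose during confirmatory dose-response retesting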;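 further: plate controls were full reaction with DMSO carrier for no effect and no enzyme background for full effect; strong numbers were not always called active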
Dynein transport: blocks dynein driven cargo transport along microtubules; 3617.4 mouse cells, GR-EGFP nuclear translocation imaging; test concentration mostly 20 µM; stimulated with dexamethasone, 1 µM; active compounds read low; z-score, hits read low; 0.47% of 220,000 active;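 active means plate z-score of nuclear minus cytoplasmic receptor signal below a set negative limit, without overly bright fluorescence or cell loss, cut at about -3.5 in these data, passing the limit was not always enough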;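 further: z-score of nuclear minus cytoplasmic ring GR-EGFP intensity difference per well; some compounds called inactive have numbers as strong as hits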
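Buffer or medium: tet-free, stripped-serum medium; Also added: dexamethasone, 1.0 µM final; Technique: high-content fluorescence imaging after fixation; Times: 48 h induction, 1 h compound, 30 min dex at 37 °C; Read-out: per-cell GR-EGFP intensity, nucleus versus surrounding cytoplasmic ring, well-averaged.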
bCat nuc transl: beta-catenin nuclear translocation modulation; 0.3% of 190,000 active; nuclear translocation activity, % at 5 µM; AID 1665; HeLa beta-catenin nuclear translocation, immunofluorescence imaging;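 active means nuclear translocation activity above 50% at 5 µM, with a well cell count of 50 or more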;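 further: per-cell ratio of nuclear to cytoplasmic median beta-catenin stain intensity; plate controls were DMSO negative control for no effect and GSK-3 inhibitor IX positive control for full effect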
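System: HeLa cells, endogenous beta-catenin; compound dosing: 5 µM primary single dose, 0.1% DMSO, 0.02–20 µM confirmation series; incubation: 24 h compound exposure at 37°C, 5% CO2; signal: beta-catenin immunofluorescence imaging with DAPI; evaluation: % activation, nuclear-to-cytoplasmic median beta-catenin signal ratio per cell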
T cell HTS: modulates CD8 T cell binding to vesicles; 2C CD8+ T cell-vesicle binding, flow cytometry; active compounds read low; calls only at 7 µM; 0.068% of 330,000 active; AID 2052;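 active means response, share of CD8 T cells binding vesicles, and their 90th percentile fluorescence all below set limits, cut at about 80% in these data, passing the limit was not always enough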
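material = purified 2C TCR transgenic mouse naive CD8+ T cells | controls = Unloaded micro-vesicles (low), QL9 vesicles with 0.7% DMSO (high) | detection = cytometric PE anti-B7-1 and Alexa647 anti-CD8 signals after 1% paraformaldehyde fixation | incubation = binding step 1.5 h, 37 °C, antibody labelling 20 min, ice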
WT yeast gro inh mutant strain: second read-out of WT yeast gro inh, no call of its own (marks repeat the call); inhibition, %; mitochondrial fusion phenotypic screen, mutant strain inhibition
Dynein transport cytoplasmic EGFP: also measured in Dynein transport; calls as there; z-score; measured here: cytoplasmic GR-EGFP intensity; active compounds read high
Dynein transport nuclear GR-EGFP: further read-out of Dynein transport, marked with its call; z-score; measured here: nuclear GR-EGFP intensity;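 lower value marks the stronger effect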
Dynein transport cell count: second read-out of Dynein transport, no call of its own (marks repeat the call); z-score; measured here: cell count per field
bCat nuc transl cell count 5 µM: second read-out of bCat nuc transl, no call of its own (marks repeat the call); cell count; measured here: cell count, cytotoxicity flag
T cell HTS vesicle-bound %: second read-out of T cell HTS, no call of its own (marks repeat the call); double positive events, %; measured here: CD8+ vesicle-bound cell fraction;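 binding gate set so that unloaded-vesicle control wells show 10% double positive cells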
MT stabilize HCS Hoechst-high %: also measured in MT stabilize HCS; calls as there; % Hoechst-high responders; measured here: nuclear condensation Hoechst responders;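 share of cells brighter than vehicle mean plus two SD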
MT stabilize HCS cytotoxicity %: second read-out of MT stabilize HCS, no call of its own (marks repeat the call); toxicity, %; measured here: cytotoxicity by cell density;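 0% = mean cell density of plate MIN control wells and 100% = no cells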
Autophagy mod cell loss 18 h: further read-out of Autophagy mod, marked with its call; toxicity, %; measured here: cell loss, nuclei count;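 cell loss after 18 h compound exposure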
* marks the source's active call; other numbers are inactive results; i = inactive; . = not tested or not shown.

SMILES	WT yeast gro inh	WT yeast gro inh mutant strain	P. falciparum M1AAP	MT stabilize HCS	MT stabilize HCS Hoechst-high %	MT stabilize HCS cytotoxicity %	Yfh1-depleted yeast	Autophagy mod	Autophagy mod cell loss 18 h	M17LAP inhibition	Dynein transport	Dynein transport cytoplasmic EGFP	Dynein transport nuclear GR-EGFP	Dynein transport cell count	bCat nuc transl	bCat nuc transl cell count 5 µM	T cell HTS	T cell HTS vesicle-bound %
O=C(NCCCl)Nc1cc([N+](=O)[O-])ccc1Cl	-6	1	3%	5.1	2.2	6.9	i	i	-1	-1%	0.34	-0.15	0.39	0.24	-0.3	1091	i	27
CN1CCC(=C2c3ccccc3C=Cc3ccccc32)CC1	18	-3	3%	3.3	2.3	9.9	i	i	43	-6%	0.6	-0.099	0.74	0.42	.	.	i	17
O=C(CN1c2ccccc2Sc2ccccc21)N/N=C/c1ccc([N+](=O)[O-])cc1	.	.	1%	.	.	.	i	.	.	5%	-0.62	0.00031	0.15	0.31	1.3	1347	i	37
Cc1ccc(C(=O)/C=C2\NCC(C)NC2=O)cc1 (stereo unspecified)	11	5	2%	3.1	1.7	1.5	i	i	4	-1%	0.39	-0.21	0.57	-0.77	0.7	1401	i	20
CCOC(=O)c1c(-c2ccccc2)csc1NC(=O)c1ccc(S(=O)(=O)N2CCOCC2)cc1	12	8	1%	3.1	3.8	3.5	i	i	16	-6%	0.013	-0.24	0.036	0.77	-0.6	549	i	33
CCOC(=O)C1(CC2CCCCO2)CCN(S(=O)(=O)c2c(C)nn(C)c2C)CC1 (stereo unspecified)	-12	7	-8%	3.8	1.9	9.3	i	i	-12	-4%	-0.46	-0.39	-0.17	1.6	0.4	1083	i	39
Cc1[nH]c2ccccc2c1C(=O)CSc1nccc(=O)[nH]1	.	.	8%	.	.	.	i	.	.	13%	0.29	-0.019	0.077	0.11	-0.4	1303	i	19
N#C/C(=C\c1c(Cl)cccc1Cl)c1nc2ccccc2[nH]1	.	.	12%	.	.	.	i	.	.	1%	-0.074	-0.28	-0.31	1.2	-3.2	1130	i	38
CCOC(=O)c1c(NC=O)sc2c1CCC2	-2	8	10%	0.5	1.0	18	.	i	-3	1%	0.33	-0.29	0.12	-0.27	-1.4	1154	i	5
COc1ccc(CN2CCN(Cc3ccon3)CC2CCO)c(C)c1C (stereo unspecified)	.	.	2%	.	.	.	i	.	.	-5%	-0.21	-0.053	-0.1	0.25	-0.7	1300	i	30
CCOC(=O)Nc1cc(C(=O)OCC)c(C)nc1C	5	-2	3%	6.1	1.6	8.8	i	i	19	-2%	-0.77	-0.19	-0.042	0.3	-2.6	897	i	44
CCOc1ccc(C2C3=C(Nc4nc(N)[nH]c(=O)c42)c2ccccc2C3=O)cc1 (stereo unspecified)	6	9	3%	7.4	2.0	5.0	i	i	-3	2%	0.4	-0.21	0.26	-0.4	1.8	1038	i	47
COC(=O)c1cc2c(C)[nH]c(C)c2cc(C(=O)OC)c1=O	17	16	5%	2.3	1.3	2.7	i	i	-5	23%	1.6	0.17	1.2	-2.2	-0.6	583	i	33
Cc1ccc(-n2nc(C(=O)NCc3ccco3)c3c4ccccc4n(C)c3c2=O)cc1	4	-12	5%	4.0	4.0	5.8	.	i	3	5%	-0.63	-0.15	0.24	0.4	-0.3	1271	i	26
COc1ccc(CCNS(=O)(=O)c2cccc3nsnc23)cc1OC	-25	-12	9%	5.3	2.0	9.7	i	i	15	4%	0.79	-0.017	0.64	-0.37	2.6	993	i	45
Cc1ccc(NC(=S)N(Cc2cccc(Br)c2)CC2CCC(C(=O)O)CC2)cc1Cl (stereo unspecified)	64*	13*	3%	2.7	2.5	9.7	i	i	4	17%	1	-0.29	0.89	-0.69	0.0	1157	i	24
C=C(C)c1cccc(C(C)(C)NC(=O)N2CCN(c3ccc(OC)cc3)CC2)c1	5	10	-13%	3.6	2.2	7.2	i	i	9	11%	0.18	-0.26	0.16	0.35	1.7	598	i	45
O=C(NCCCO)/C(=C/c1ccc(-c2cccc([N+](=O)[O-])c2)o1)NC(=O)c1ccccc1	-11	17	13%	4.6	1.7	10	i	i	2	32%	0.061	-0.31	-0.058	0.9	0.6	932	i	32
CC1(C)Cc2c(sc3ncn(N)c(=N)c23)CO1	-7	-12	13%	2.0	0.9	5.0	.	i	21	4%	0.53	-0.19	1	-0.22	-1.7	1386	i	55
CCCn1nc(NC(=O)C2CCCO2)c2cc3cccc(C)c3nc21 (stereo unspecified)	.	.	7%	.	.	.	i	.	.	-14%	0.1	-0.15	0.021	0.34	-0.3	1417	i	18
Cc1cccc(NC(=O)C2CCCN2C(=O)NC2CCCCC2)c1 (stereo unspecified)	-7	-13	2%	1.2	1.4	5.0	i	i	-14	5%	-1.1	-0.16	-0.24	-0.013	0.5	974	i	21
COc1ccc(NC(=S)Nc2ccccc2)cn1	0	-15	4%	5.1	1.3	4.0	i	i	4	3%	0.76	-0.096	0.67	-0.84	-0.4	1180	i	25
O=C(c1cc(-c2ccccc2)on1)N1CCc2ccccc2C1	-33	10	3%	2.8	2.5	4.6	i	i	6	17%	-0.53	-0.29	-0.33	0.73	-2.7	943	i	57
O=C1CCCc2[nH]nc(-c3cccnc3)c21	-12	-30	10%	1.3	1.1	5.3	i	i	-4	14%	0.15	0.26	0.55	-0.46	0.4	1035	i	53
C/C(=N\NC(=O)C1COc2ccccc2O1)c1ccc(N2CCOCC2)cc1 (stereo unspecified)	2	-11	1%	2.2	2.2	9.5	i	i	-5	3%	0.68	-0.27	0.34	-0.96	0.1	1206	i	16

(list continues)
SMILES	WT yeast gro inh	WT yeast gro inh mutant strain	P. falciparum M1AAP	MT stabilize HCS	MT stabilize HCS Hoechst-high %	MT stabilize HCS cytotoxicity %	Yfh1-depleted yeast	Autophagy mod	Autophagy mod cell loss 18 h	M17LAP inhibition	Dynein transport	Dynein transport cytoplasmic EGFP	Dynein transport nuclear GR-EGFP	Dynein transport cell count	bCat nuc transl	bCat nuc transl cell count 5 µM	T cell HTS	T cell HTS vesicle-bound %
O=C(Cc1cccc2ccccc12)NC(NC(=S)Nc1ccccc1Cl)C(Cl)(Cl)Cl (stereo unspecified)	-3	15	13%	4.7	2.8	5.8	i	i	6	16%	0.21	-0.14	0.27	-0.57	0.0	532	i	48
COC(=O)c1sccc1-n1cccc1C(=O)C(=O)N1CCCCC1	-48	-29	8%	1.0	0.7	5.9	i	i	7	-4%	-0.092	-0.37	-0.18	0.89	-7.2	1086	i	17
c1cnc(Oc2ccc3oc4ccccc4c3c2)nc1	20	10	4%	4.0	2.6	22	i	i	25	9%	1.3	-0.19	0.58	-0.72	-1.1	1125	i	32
Cc1cccc(N(CC(=O)NC(C)(C)C)C(=O)CNC(=O)c2cccs2)c1C	.	.	2%	.	.	.	i	.	.	-1%	0.2	-0.24	0.52	-0.39	-0.4	1383	i	32
COc1ccc(N2CC(=O)N(c3ccc(OC)c(OC)c3)CC2=O)cc1OC	-12	-7	-4%	4.3	1.9	5.8	i	i	21	10%	-1.4	-0.15	-0.39	0.58	-0.5	1146	i	16
CC1CC1C(=O)OCc1cc(=O)n2cc(Br)ccc2n1 (stereo unspecified)	-1	-4	9%	3.7	3.4	5.8	i	i	-16	6%	-0.5	-0.18	0.087	0.18	-8.4	1020	i	36
Fc1c(F)c(F)c(N/N=C/c2c[nH]c3ccccc23)c(F)c1F	85	85	-3%	7.2	1.7	3.9	i	i	7	-1%	-3.4	0.18	-1.1	1.7	2.7	1001	i	42
COc1ccc(CCN2CCCn3c2nc2c3c(=O)n(Cc3ccccc3F)c(=O)n2C)cc1OC	8	-4	2%	1.5	1.9	10	i	i	46	1%	-0.33	-0.23	0.19	-0.092	-3.2	947	i	23
Cc1nn(-c2ccc(F)cc2)c(N)c1C1(O)C(=O)Nc2ccccc21 (stereo unspecified)	-7	-10	-2%	3.5	1.8	6.0	i	i	-6	-2%	-0.39	-0.35	0.28	0.017	-0.4	1162	i	18
CCOC(=O)c1cc(C(=O)NC(C)c2ccccc2)c(C)[nH]c1=O (stereo unspecified)	-4	-14	0%	.	.	.	i	i	-10	-1%	-0.22	-0.35	0.18	0.9	1.7	970	i	48
Cc1cc(-c2nnc(CCC(=O)NC(c3ccccc3)c3ccccc3)o2)no1	7	7	-14%	2.5	1.8	7.5	i	i	9	-1%	0.85	-0.28	0.55	-0.33	-1.3	1078	i	54
O=C(COC(=O)CCSc1ccc(Cl)cc1)Nc1ccc(F)cc1	-3	7	6%	2.6	4.5	8.3	i	i	-11	-5%	0.86	-0.2	0.7	-1.3	1.0	932	i	27
CC(NCCC1(Cc2ccccc2Cl)CCOC(C)(C)C1)c1cccs1 (stereo unspecified)	.	.	4%	.	.	.	i	.	.	1%	1.6	-0.16	1.4	-1.2	-0.1	1183	i	48
C=CCC(NCc1ccco1)c1ccc(OC)cc1OC (stereo unspecified)	-3	-7	3%	3.9	0.7	5.7	i	i	-1	-2%	0.43	-0.2	0.4	0.4	-0.9	1045	i	25
